# Assay outcomes: PubChem, several laboratories
# RPL19A-GFP yeast = RPL19A-GFP expression modulators in yeast, primary screen, cell-based, S. cerevisiae, multiplex flow cytometry, MLPCN. percent response vs DMSO, % at 10 µM. hit rate 0.3% among 330,000. AID 2025, 2009. S. cerevisiae RPL19A-GFP strain, 3 h; stronger effect = lower value;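 active means percent response vs DMSO below 50%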;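 further: median channel GFP fluorescence of the barcoded RPL19A-GFP strain; ratio of sample median GFP to plate DMSO average so 100% = DMSO; lower means less RPL19A-GFP as with rapamycin TOR inhibition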
# AGP1-GFP MLPCN = modulators of AGP1-GFP expression in yeast TOR pathway, primary screen, cell-based, multiplex flow cytometry, S. cerevisiae, MLPCN library. GFP response vs DMSO, % at 10 µM. 3 h; GFP as percent of DMSO wells. hit rate 0.02% among 320,000. AID 2066, 2009;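 active means GFP response relative to DMSO above a set limit, near screen average plus 3 SD, cut at about 150% in these data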;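 further: median GFP channel fluorescence of the gated AGP1 strain per well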
# CIT2-GFP yeast = modulators of CIT2-GFP expression in yeast, primary screen, S. cerevisiae, GFP fusion, multiplex flow cytometry, MLPCN library | AID 2029, 2009 | GFP response vs DMSO, % at 10 µM | hit rate 0.065% among 320,000 | S. cerevisiae CIT2-GFP strain, 3 h; 100 means same as DMSO wells;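 active means GFP response relative to DMSO above a set limit, near the screen mean plus 3 SD, cut at about 150% in these data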;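 further: ratio of well median GFP fluorescence to mean of DMSO wells on the plate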
# MEP2 TOR yeast = modulators of MEP2-GFP levels in yeast, primary screen, S. cerevisiae, multiplex flow cytometry, MLPCN library. AID 2016, 2009. GFP response vs DMSO, % at 10 µM. hit rate 0.51% among 330,000. S. cerevisiae MEP2-GFP strain, 3 h; 100% = DMSO control level;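 active means GFP response versus DMSO above a set limit, roughly screen mean plus 3 SD, cut at about 180% in these data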;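 further: median GFP fluorescence of the barcode-gated MEP2-GFP cells per well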
# CR mimetic SO = reduction of superoxide in aged yeast, primary screen, HTS | S. cerevisiae aged cells, superoxide DHE fluorescence; stronger effect = lower value | hit rate 0.18% among 330,000 | superoxide response (% of plate mean), % at 10 µM | AID 2690, 2010;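 active means superoxide response under a set limit, about three screen SD below normal, cut at about 65% in these data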;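 further: yeast aged for seven days with compound at 30 °C before DHE staining; 100% = average MFI of all compound-treated wells on the plate with controls excluded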
# AHR act = AHR activators, primary screen, cell-based, luminescence, luciferase reporter, human; Aryl hydrocarbon receptor (Homo sapiens), P35869; AHR-responsive luciferase reporter cells; activation, % at 5 µM; hit rate 2.5% among 320,000; in the data active means activation above about 47%;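 further: 0% = vehicle wells and 100% = reference agonist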
# Target sequence (P35869 whole entry, looked up): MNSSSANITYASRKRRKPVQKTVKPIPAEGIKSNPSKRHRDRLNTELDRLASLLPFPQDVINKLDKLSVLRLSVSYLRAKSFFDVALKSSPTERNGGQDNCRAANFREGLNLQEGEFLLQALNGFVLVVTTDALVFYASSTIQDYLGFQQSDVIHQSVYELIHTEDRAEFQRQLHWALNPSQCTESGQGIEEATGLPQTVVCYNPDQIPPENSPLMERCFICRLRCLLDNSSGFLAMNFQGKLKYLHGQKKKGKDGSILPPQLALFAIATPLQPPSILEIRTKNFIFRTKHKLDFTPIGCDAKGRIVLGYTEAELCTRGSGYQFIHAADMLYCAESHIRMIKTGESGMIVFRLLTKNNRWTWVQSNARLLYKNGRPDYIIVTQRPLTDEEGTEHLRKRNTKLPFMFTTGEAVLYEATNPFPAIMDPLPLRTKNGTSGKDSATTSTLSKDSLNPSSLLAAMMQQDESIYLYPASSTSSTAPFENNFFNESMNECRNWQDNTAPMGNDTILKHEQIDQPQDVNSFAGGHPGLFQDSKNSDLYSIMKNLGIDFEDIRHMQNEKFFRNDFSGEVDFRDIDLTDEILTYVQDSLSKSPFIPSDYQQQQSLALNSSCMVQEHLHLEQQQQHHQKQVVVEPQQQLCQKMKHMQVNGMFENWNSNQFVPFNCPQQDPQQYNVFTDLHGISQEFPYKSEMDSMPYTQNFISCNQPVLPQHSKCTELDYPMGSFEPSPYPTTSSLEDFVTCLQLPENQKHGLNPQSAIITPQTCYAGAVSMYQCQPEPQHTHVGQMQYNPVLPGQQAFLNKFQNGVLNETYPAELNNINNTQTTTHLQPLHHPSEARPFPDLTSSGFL
# Efflux pump inh = inhibitors of Candida efflux pumps in yeast, primary screen, S. cerevisiae, Nile Red, multiplex; S. cerevisiae Candida pump triplex; AID 485275, 2010; inhibition, % at 10 µM; hit rate 0.44% among 330,000;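 active means plate passing quality check with inhibition over a set limit, or well fluorescence over plate mean plus 4 SD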;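 further: Nile Red retained in pooled yeast measured as flow cytometry median fluorescence; 0% = buffer negative control and 100% = Enniatin B positive control; higher means more Nile Red kept so more efflux inhibition; some compounds called inactive have numbers as strong as hits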
# LAP4 TOR yeast = modulators of LAP4-GFP expression in yeast, primary screen, S. cerevisiae, multiplex flow cytometry, MLPCN library | 3 h; median GFP as percent of DMSO wells | GFP response vs DMSO, % at 10 µM | hit rate 0.34% among 320,000 | AID 2023, 2009;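 active means GFP response vs DMSO above a set limit, about the screen mean plus 3 SD, cut at about 150% in these data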
# * = called active by the depositor; x = not tested or not shown.
SMILES,RPL19A-GFP yeast,AGP1-GFP MLPCN,CIT2-GFP yeast,MEP2 TOR yeast,CR mimetic SO,AHR act,Efflux pump inh,LAP4 TOR yeast
Cc1cc(=O)[nH]c(=O)n1Cc1ccccc1,93,84,100,107,116,1,0.1,94
COc1ccc(CCn2c(-c3ccco3)nc3nc4ccccc4nc32)cc1,103,103,88,120,113,-10,0.2,113
O=C(O)C1CCN(C(=O)COc2ccc3c4c(c(=O)oc3c2)CCC4)CC1,97,101,98,109,113,0,0.2,100
CCOC(=O)c1cnn(-c2ccccc2)c1N,97,98,93,103,91,-3,0.1,103
Oc1ccc2ccccc2c1C=NCc1cn2ccsc2n1,99,104,88,101,105,66*,0.0,99
CC(C)CCNC(=O)C(c1ccco1)N(Cc1ccccc1)C(=O)c1snc(C(N)=O)c1N (configuration not stated),98,103,105,104,101,0,0.0,105
COc1ccc2[nH]c(=O)c(CN(CCO)C(=O)NCc3ccccc3)cc2c1,102,107,101,107,108,0,-0.1,95
O=C1NC(=Nc2ccc(O)cc2)S/C1=C\C=C\c1ccco1,97,99,93,102,110,7,0.6,99
Cc1ccc(-c2cc(C(=O)NCc3ccco3)c3ccccc3n2)o1,93,96,95,95,107,6,-0.1,95
COCCN(C(=O)c1cc2c(s1)CCCCC2)c1c(N)n(Cc2ccccc2)c(=O)[nH]c1=O,110,111,118,106,104,2,-0.1,99
COc1ccc(OC)c(-n2c(C)cc(/C=C3\C(=N)N4N=C(CC(=O)N5CCOCC5)SC4=NC3=O)c2C)c1,88,71,102,118,105,-1,0.3,98
CCOC(=O)c1cc(-c2ccccc2)nc2ccc(C)cc12,95,82,80,104,92,2,0.3,103
CCOC(=O)C1=C(C)Nc2nc(C)nn2C1c1ccc(OC)c(OC)c1 (configuration not stated),99,104,99,112,96,3,0.2,106
O=C(CCc1c[nH]c2ccccc12)N1CCCCCCC1,101,97,96,100,98,-12,-1.2,96
CC(CN1CCN(C/C=C/c2ccccc2)CC1)c1ccccc1 (configuration not stated),104,101,98,116,97,0,-0.3,96
COc1ccc(C(=O)CCC(C)(C)[N+](=O)[O-])cc1,95,94,102,101,95,1,0.0,110
O=C(CCl)N1CCN(CC(=O)N2CCCC2)CC1,95,99,97,102,68,1,0.3,95
O=C(CSc1nccc(=O)[nH]1)Nc1ccc(Oc2ccccc2)cc1,105,103,109,101,105,1,-0.1,88
COc1ccc(CCN(C)CC(O)COC(c2ccc(F)cc2)c2ccc(F)cc2)cc1OC (configuration not stated),103,96,96,100,100,x,0.2,89
Cc1ccc(OCc2cc(C(=O)N3CCN(C4CCCCC4)CC3)no2)cc1C,100,103,99,95,105,3,0.1,101
C=CCSc1nc2c(c(=N)n1CC=C)C1CCCC1S2 (configuration not stated),98,96,101,96,104,0,0.1,97
O=C(O)CCN1C(=O)C2C3CC(C2C1=O)C1C(c2ccccc2)c2sc(=O)[nH]c2SC31 (configuration not stated),107,107,108,103,95,0,0.0,93
Cc1ccc(NC(=S)Nc2ccc(Br)cc2)cc1,99,103,105,100,104,-5,-0.1,106
O=C(Nc1cccc(S(=O)(=O)N2CCOCC2)c1)c1ccc2ccccc2n1,100,108,111,100,127,7,0.0,104
COc1ccc([C@@H]2CC=C(C(=O)O)[C@H](c3ccc(C)cc3)N2S(=O)(=O)c2ccccc2C)cc1,103,93,78,101,84,-1,0.1,109
# Other results:
SMILES,RPL19A-GFP yeast,AGP1-GFP MLPCN,CIT2-GFP yeast,MEP2 TOR yeast,CR mimetic SO,AHR act,Efflux pump inh,LAP4 TOR yeast
COc1ccc(Nc2ccc(S(=O)(=O)N3CCCCCC3)cc2[N+](=O)[O-])cc1,99,100,97,100,105,0,-0.2,94
CCCOc1ccc(C2C(C(=O)c3ccc(C)o3)=C(O)C(=O)N2CCCn2ccnc2)cc1 (configuration not stated),98,103,98,96,95,1,0.1,98
COc1cc2c(cc1NC(=O)CC1SC(N3CCCC3)=NC1=O)oc1ccccc12 (configuration not stated),97,101,99,98,123,6,0.3,x
Cc1ccc(C)n1CCN1CCN(C(=O)c2ccco2)CC1,97,100,101,103,84,-2,0.3,107
CCOCCn1c(CN2CCN(c3ccccc3)CC2)nc2c1c(=O)n(C)c(=O)n2C,99,97,96,103,69,1,0.1,96
COc1ccccc1CNC(=S)Nc1cc(C)ccc1C,98,104,97,97,99,1,-0.1,109
Cc1cccc(NC(=O)N(C)Cc2cccs2)c1,103,103,96,104,100,4,0.2,110
NC(=O)Nc1ccccc1C(=O)N1CCC(O)(c2ccc(Cl)cc2)CC1,102,100,104,93,105,-1,0.8,94
O=[N+]([O-])/C(N=Nc1ccccc1)=N\Nc1ccccc1,108,103,101,108,102,1,-0.1,97
Cc1ccc(OCC(=O)NNC(=O)Cn2c(=O)cnc3ccccc32)cc1,102,111,100,102,111,3,0.0,113
COc1ccc(C(=O)OCC(=O)NC2CC2)cc1F,103,107,126,115,95,1,0.0,96
O=C1CSc2ccc(C(=O)NCCc3ccc(Cl)cc3Cl)cc2N1,98,97,102,101,109,1,0.2,98
Cc1ccc(C)c(NS(=O)(=O)c2c(C)ccc3nsnc23)c1,104,104,96,104,101,11,0.1,105
N#Cc1cnc(NOCc2ccc(Cl)cc2)nc1,95,106,109,101,91,3,0.1,101
C=CC(=O)Nc1ccc(Nc2nc(NC3CCC(N(C)C)CC3)nc3c2ncn3C(C)C)cc1 (configuration not stated),96,95,111,103,97,-4,-0.5,91
COc1ccc(S(=O)(=O)NCc2ccccn2)c(C)c1C,99,100,98,97,103,0,-0.1,101
CC(=O)c1cccc(NC(=O)CNC(=O)c2cc3ccccc3o2)c1,104,103,107,110,92,4,0.0,102
CCOc1ccc(OCC)c(NC(=O)C2CCN(S(=O)(=O)c3cccnc3)CC2)c1,98,99,96,105,99,4,-0.1,103
COc1ccc(C(=O)NNC(=O)c2ccncc2)cc1,100,89,92,97,95,0,0.1,85
CNC(C)C#Cc1ccc2oc3cc(C)c(C)cc3c(=O)c2c1 (configuration not stated),98,96,90,100,101,-8,-0.1,105
CC(=O)Nc1ccc(/C=C/c2ccc3cccc([N+](=O)[O-])c3n2)cc1,113,104,106,108,88,25,0.0,108
Cc1cccc(C(=O)O/N=C2\CCCc3ccccc32)c1,96,100,102,102,86,1,-0.1,103
Cc1c(C(=O)OCC(=O)N(C)C2CCS(=O)(=O)C2)oc2ccc(Br)cc12 (configuration not stated),102,102,104,103,88,2,0.0,108
O=c1ccn([C@@H]2O[C@H](COS(=O)(=O)O)[C@@H](O)[C@H]2O)c(=O)[nH]1,90,90,85,88,91,0,-0.1,94
CC(=O)Nc1ccc(S(=O)(=O)N2CCN(Cc3nc4sc(C)c(C)c4c(=O)[nH]3)CC2)cc1,95,98,98,100,102,1,0.0,97
# Following part:
SMILES,RPL19A-GFP yeast,AGP1-GFP MLPCN,CIT2-GFP yeast,MEP2 TOR yeast,CR mimetic SO,AHR act,Efflux pump inh,LAP4 TOR yeast
Cc1ccc(C(=O)Nc2cccc(C(F)(F)F)c2)cc1NC(=O)c1cnnc2ccccc12,104,103,114,101,106,6,0.0,117
CC(C)C[C@H](NC(=O)C1CCN(C(=O)[C@H](Cc2ccccc2)NC(=O)OC(C)(C)C)CC1)C(=O)O,101,104,113,111,79,0,-0.3,100
CCN(CC)CCCn1c2c(c(SCC(=O)Nc3cccc(C(C)=O)c3)nc1=O)CCC2,97,95,99,106,111,-1,0.1,98
O=C(COC(=O)/C=C/c1cnc2ccccc2n1)NCC(F)(F)F,98,98,108,109,78,5,0.0,99
COc1ccc(/C(C)=N/OCC(=O)N2CC3(C)CC2CC(C)(C)C3)cc1 (configuration not stated),99,97,95,101,94,3,0.0,95
Cc1cc(C)c(NC(=O)CCCN2CCN(C)CC2)c(C)c1,96,94,97,98,104,-3,-0.1,98
CCc1c(C)nc(SCC(=O)N2CCCCC2C)[nH]c1=O (configuration not stated),99,102,104,102,104,2,0.0,104
CCC(=O)Nc1cc(C(=O)OCC(=O)c2ccc(Cl)cc2Cl)ccc1C,99,102,95,103,107,0,0.1,98
Cc1cc2c(cc1C)NC(CC(=O)NCc1ccccc1)C(=O)N2 (configuration not stated),102,114,106,112,98,-1,0.2,105
O=C(CN1CCN(c2ccc([N+](=O)[O-])cc2)CC1)c1ccccc1,98,111,107,100,97,-1,-0.1,121
Cc1cccc(/C=N\NC(=O)c2ccc(Cl)cc2)c1O,91,100,80,96,99,2,0.1,106
COc1ccc(Nc2nc(Nc3ccc(OC)cc3)nc(SC3=NCCS3)n2)cc1,101,100,82,99,93,42,-0.1,106
CCN(CC(=O)NCCc1ccc(F)cc1)Cc1nc2ccccc2c(=O)[nH]1,102,112,102,100,111,1,-0.1,111
O=c1[nH]c(SCCOc2ccccc2F)nc2ccccc12,105,102,100,108,94,-2,0.0,106
O=C(NCc1ccc(OC(F)(F)F)cc1)C12CN(Cc3ccccc3)CC1C(c1cccc([N+](=O)[O-])c1)=NO2 (configuration not stated),96,103,96,106,97,6,0.0,95
COc1ccc(CNC(=O)CCSCc2ccccc2Cl)c(OC)c1,102,94,98,100,115,18,-0.1,85
Cc1nn(C)c(=O)n1-c1ccc(OCc2ccccc2)cc1,99,99,102,102,100,20,0.1,88
Cc1cc(C(=O)CSc2nnc3ccccn23)c(C)n1-c1ccccc1,100,96,100,104,100,-8,0.1,101
COC(=O)c1ccc(C2/C(=C(/O)c3ccc4c(c3)CC(C)O4)C(=O)C(=O)N2Cc2cccnc2)cc1 (configuration not stated),97,94,99,102,104,-2,0.2,91
CC(C)CC(NC(=O)COc1ccccc1)C(=O)O (configuration not stated),100,103,102,108,102,0,0.0,104
C#CCOCCOCCOCCNc1nc(N2CCN(C(=O)CCCCCCCCCCNC(=O)[C@H](CCCCN)n3cc(C)nn3)CC2)nc(N2CCN(C(=O)CCCCCCCCCCNC(=O)[C@@H]([C@H](C)O)n3cc(C)nn3)CC2)n1,90,82,85,84,105,-2,0.2,135
COC1c2ccccc2C(=O)N1CCc1ccc(Cl)cc1 (configuration not stated),106,96,90,104,93,47,0.0,88
Cc1nc2ccccc2[nH]c1=O,99,106,93,99,102,0,0.1,112
O=C(CSc1ccccn1)Nc1nc2ccc(Br)cc2s1,98,100,106,102,81,-5,-0.4,103
COc1ccc(N(CC(=O)NCc2ccco2)S(C)(=O)=O)cc1OC,105,99,x,101,113,0,0.2,103
# Other results:
SMILES,RPL19A-GFP yeast,AGP1-GFP MLPCN,CIT2-GFP yeast,MEP2 TOR yeast,CR mimetic SO,AHR act,Efflux pump inh,LAP4 TOR yeast
CCOC(=O)C1(CCCc2ccccc2)CCN(C(=O)CCOC)CC1,89,90,89,92,101,1,-0.1,87
COc1ccc(C2C(C#N)=C(N)N(c3ncn[nH]3)C3=C2C(=O)CCC3)cc1 (configuration not stated),97,98,96,108,91,0,0.0,102
O=C(NCc1ccc(C(F)(F)F)cc1)C1CC(c2cccc(F)c2)=NO1 (configuration not stated),95,77,82,88,104,1,0.0,125
Cc1ccc(CN2CC(C(=O)Nc3cccc(C)n3)CC2=O)cc1 (configuration not stated),99,106,99,103,88,2,0.0,101
Cc1ccc(S(=O)(=O)CCc2nnc(N)s2)cc1C,92,92,94,90,95,-3,0.1,93
O=C(O)c1ccc2oc(=O)c(S(=O)(=O)c3ccc(F)cc3)cc2c1,93,94,102,89,101,3,0.1,92
